# S-ASM inh: inhibitors of human secretory acid sphingomyelinase; placental ASM, HMU-PC fluorogenic substrate, 60 min; hit rate 0.006% among 340,000; P17405; Potency, µM (top dose mostly 57.5 µM), for the others: top-dose activity change, negative = inhibition, actives largely listed as inhibitors; further: potency means the concentration at half of the fitted maximal effect
#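 Steps: dispense placental human ASM, pin compound, wait 10 min at room temperature, add HMU-PC0 substrate at 9 uM final, incubate 60 min at 37 °C, add stop solution raising pH to 10, read fluorescence.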
# USP2a block: inhibitors of human ubiquitin-specific protease USP2a; O75604; USP2 core, Ub-CHOP2 coupled fluorogenic reporter, 485/531; Potency, µM (series often up to 38.3 µM), for inactives: top-dose activity change, negative = inhibition, usual class: inhibitors; hit rate 0.01% among 330,000; AID 463254;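 further: potency means the concentration at half of the fitted maximal effect; plate controls were DMSO wells for no effect and full inhibition by NEM control for full effect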
#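 Cell-free coupled assay: 10nM USP2 core preincubated 30min RT with compound in Tris-HCl pH 8.0/CaCl2/CHAPS buffer, then 25nM Ub-CHOP2 and 25nM reporter substrate; fluorescence (Ex 485/Em 531) read after 60min RT, normalized to NEM inhibition, concentration-response curves fitted.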
# hERG WT inh: blocks the wildtype human KCNH2 potassium channel; U2OS, BacMam KCNH2, thallium flux FluxOr; active compounds read low; AID 720551; activity change, % at 1.84 µM; hit rate 0.37% among 340,000;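 active means maximum activity change below -70%; inconclusive means maximum activity change between -70% and -50%; inactive means maximum activity change above -50%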; further: on the % scale 0 is the no-effect control and ±100 the full control effect
#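 U2OS cells transduced with wild-type KCNH2 virus are loaded with FluxOr dye for 45 min, and thallium flux is measured in kinetic reads before and after stimulation buffer. Rate constants are normalized to DMSO controls.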
# PKM2 act: activators of human pyruvate kinase M2; P14618; hit rate 0.34% among 260,000; AID 1631; purified PKM2, Kinase-Glo ATP luminescence, activation; response scale: 0% is enzyme alone, no compound; Potency, µM (highest dose often 57.5 µM), for inactives: at the highest dose activation, hits mostly activators; further: potency means the concentration at half of the fitted maximal effect; on the % scale 0 is the no-effect control and ±100 the full control effect; nearly all actives have a fitted effect of over 55% in size
# Target sequence (P14618 whole entry, looked up): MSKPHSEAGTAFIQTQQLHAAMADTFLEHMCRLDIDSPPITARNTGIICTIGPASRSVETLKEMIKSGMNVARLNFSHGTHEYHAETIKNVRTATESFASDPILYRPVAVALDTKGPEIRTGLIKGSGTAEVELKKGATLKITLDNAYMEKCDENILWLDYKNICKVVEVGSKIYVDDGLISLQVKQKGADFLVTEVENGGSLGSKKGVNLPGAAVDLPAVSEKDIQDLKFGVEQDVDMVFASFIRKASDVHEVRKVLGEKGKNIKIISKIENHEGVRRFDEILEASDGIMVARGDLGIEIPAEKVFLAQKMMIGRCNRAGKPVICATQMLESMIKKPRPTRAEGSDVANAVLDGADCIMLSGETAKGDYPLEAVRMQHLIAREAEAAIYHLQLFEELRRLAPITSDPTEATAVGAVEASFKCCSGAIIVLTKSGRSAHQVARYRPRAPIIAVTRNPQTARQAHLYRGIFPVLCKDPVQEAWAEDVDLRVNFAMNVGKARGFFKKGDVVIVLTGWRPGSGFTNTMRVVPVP
#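 ATP formation by purified human PK-M2, quantified via coupled luciferase luminescence after 1 h at room temperature with 0.1 mM ADP and 0.5 mM PEP final.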
# Menin-MLL TR inh: menin-MLL binding inhibition, Texas Red mutant peptide | O00255 | Menin + Texas Red MLL mutant peptide, fluorescence polarization | Potency, µM (top dose mostly 61.6 µM), inactives show at the highest dose FP activity change, negative = inhibition, most hits filed as inhibitors | hit rate 0.23% among 270,000; active means well fitted inhibition curve with a large enough effect in the polarisation, with a control signal flat, not every such curve was filed as active; inconclusive means small, poorly fitted or top-dose-only effect, or effect the other way, or a change in a side signal; inactive means no such curve, though single readings can be large or run the other way; the % refers to the polarisation; further: potency means the concentration at half of the fitted maximal effect; % of control where 0% means no effect; many of its hits are not listed in these tables
# BCR signal inh: inhibitors of chronic active B-cell receptor signaling; ABC-DLBCL IkBa-CBG/CBR reporter, luminescence ratio, 4 h; Potency, µM (series often up to 46.1 µM), inactives show top-dose ratio change, negative = lower green/red ratio, hits mostly inhibitors; hit rate 0.05% among 340,000; AID 493014; active means well fitted inhibition curve with a large enough effect in the signal ratio, with a control signal flat, not every such curve was filed as active; inconclusive means small, poorly fitted or top-dose-only effect, or effect the other way, or a change in a side signal; the % refers to the signal ratio;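 further: potency means the concentration at half of the fitted maximal effect; plate controls were basal doxycycline-induced cells for no effect and cells given 10 µM MG132 for full effect; MG132 reads +100%, hits lower the ratio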
#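 TMD8 ABC-DLBCL cells carrying doxycycline-inducible green luciferase fused to IkappaBalpha plus unfused red luciferase were exposed to compounds (up to 46 uM) for 4 hrs at 37C. Activity came from the overlap-corrected green/red luminescence ratio.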
# Mito fusion act: inhibitors of mitochondrial division or activators of mitochondrial fusion. Potency, µM (top dose mostly 46.1 µM), for the others: at the highest dose growth rescue (activation), most hits filed as activators. AID 485298. hit rate 0.23% among 320,000. S. cerevisiae fusion-defective mutant growth rescue, CellTiterGlo 48 h;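 further: potency means the concentration at half of the fitted maximal effect; % of control where 0% means no effect; nearly all actives have a fitted effect of over 45% in size; temperature-sensitive fusion mutants such as fzo1-1 at 37 °C on non-fermentable ethanol glycerol medium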
#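 Read-out: ATP-based luminescence (CellTiterGlo, 10 min ambient) reporting growth of fusion-defective ts yeast after 48 hours at 37C on glycerol/ethanol YPEG medium in the presence of compound.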
# MBNL1 CUG block: inhibitors of human MBNL1 binding to CUG repeat RNA; Q9NR56; TR-FRET MBNL1-His/biotin-(CUG)12 binding, 665/545 ratio; Potency, µM (titrated, usually from 57.5 µM), without a hit: at the top dose activity change, negative = inhibition, actives largely listed as inhibitors; hit rate 0.036% among 280,000; active means well fitted inhibition curve with a large enough effect in the signal ratio, with a control signal flat, not every such curve was filed as active; inconclusive means small, poorly fitted or top-dose-only effect, or effect the other way, or a change in a side signal; inactive means no such curve, though single readings can be large or run the other way; the % refers to the signal ratio; further: potency means the concentration at half of the fitted maximal effect; on the % scale 0 is the no-effect control and ±100 the full control effect
# Target sequence (Q9NR56 whole entry, looked up): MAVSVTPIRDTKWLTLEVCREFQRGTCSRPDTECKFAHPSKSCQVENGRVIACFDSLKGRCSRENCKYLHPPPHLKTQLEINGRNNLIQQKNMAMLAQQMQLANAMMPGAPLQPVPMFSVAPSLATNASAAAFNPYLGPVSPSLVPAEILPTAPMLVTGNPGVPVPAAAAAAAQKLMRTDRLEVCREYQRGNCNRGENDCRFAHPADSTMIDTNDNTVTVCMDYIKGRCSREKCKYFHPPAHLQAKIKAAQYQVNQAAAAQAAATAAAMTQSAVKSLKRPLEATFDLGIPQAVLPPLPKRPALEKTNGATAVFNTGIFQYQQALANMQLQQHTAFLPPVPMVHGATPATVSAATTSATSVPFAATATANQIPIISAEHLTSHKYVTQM
#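 Inhibition of protein-RNA binding appears as loss of TR-FRET between terbium anti-His antibody on MBNL1-His and streptavidin-XL665 on biotin-(CUG)12. Activity is normalized to buffer-only and uninhibited-complex controls.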
# Eya2 phos inh: blocks the phosphatase activity of human Eya2; AID 488837; recombinant Eya2, OMFP fluorescence dephosphorylation (OMFP is methylfluorescein phosphate); hit rate 0.006% among 330,000; O00167; Potency, µM (titrated, usually from 76.9 µM), for the others: at the top dose activity, negative = inhibition, hits mostly inhibitors; further: potency means the concentration at half of the fitted maximal effect; on the % scale 0 is the no-effect control and ±100 the full control effect
#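 Eya2 protein (added as 0.2 uM solution) was preincubated with compound for 10 min at ambient temperature in 50 mM HEPES pH 7.5, 50 mM NaCl, 5 uM MgCl2, 0.05% BSA, 1 mM DTT. OMFP (added at 50 uM) then reacted 10 min; fluorescence read at 485/525 nm.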
# TSHR antagonist: antagonists of human thyroid stimulating hormone receptor. hit rate 0.2% among 330,000. activity change, negative = inhibition, % at 11.5 µM. TSHR-expressing cells, TSH-stimulated cAMP HTRF, 2 h; active compounds read low;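 active means activity change below a set negative limit, meaning inhibition stronger than a set level, cut at about -70% in these data; inconclusive means activity change between two set negative limits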; further: on the % scale 0 is the no-effect control and ±100 the full control effect
#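 Inhibition of cAMP made by TSHR-expressing cells under TSH stimulation (4nM final, EC80; 2 h, 37 deg C) is quantified with a one-step lysis HTRF kit, anti-cAMP cryptate versus cAMP-d2.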
# GALK inhibitor: inhibitors of human galactokinase; P51570; Purified GALK, Kinase-Glo residual ATP luminescence; Potency, µM (doses to about 57.5 µM), for inactives: at the top dose activity change, negative = inhibition, actives largely listed as inhibitors; hit rate 0.007% among 270,000; further: potency means the concentration at half of the fitted maximal effect; on the % scale 0 is the no-effect control and ±100 the full control effect
#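 Kinase-Glo Plus luminescence measured ATP left after a 1 h room-temperature reaction. The reaction used 5 nM GALK, 100 uM galactose and 35 uM ATP at pH 8.0 (20 mM HEPES, 5 mM MgCl2, 60 mM NaCl, 1 mM DTT, 0.01% BSA).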
# Numbers without * were called inactive; ? = inconclusive; · = not tested or not shown; [ ] = remark or other dose. Unless noted, the call rests on the fitted dose curve; in most records, active means well fitted curve in the direction sought with a large enough effect; inconclusive means small, poorly fitted or top-dose-only effect, or another doubt; inactive means no such curve, though single readings can be large; an effect the other way counts as inactive or inconclusive. Some of the compounds tested; count on the stated rates, not on these rows.
SMILES,S-ASM inh,USP2a block,hERG WT inh,PKM2 act,Menin-MLL TR inh,BCR signal inh,Mito fusion act,MBNL1 CUG block,Eya2 phos inh,TSHR antagonist,GALK inhibitor
O=[N+]([O-])c1ccc(-c2nc3ccc([N+](=O)[O-])cc3[nH]2)cc1,-8%,2%,4,1%,4%,-4%,-1%,?,6%,-5,·
COc1ccc(NC(=O)CN2C(=O)NC(C)(c3ccccc3)C2=O)c(OC)c1 (stereo not drawn),-3%,1%,4,·,17%,-13%,3%,-4%,19%,6,6%
CC(=O)Nc1cccc(NC(=S)Nc2ccc(F)cc2F)c1,-3%,1%,6,-3%,-23%,-1%,0%,-4%,-9%,-26,1%
COC(=O)c1ccc(-n2c(C)cc(/C=N/n3cnnc3)c2C)cc1,-3%,1%,1,-11%,1%,-3%,-4%,-2%,-25%,9,0%
NC(=O)c1ccccc1NC(=O)CC1(CC(=O)O)CCCC1,1%,-1%,-2,2%,9%,0%,4%,-1%,-4%,-11,1%
O=C(Oc1oc(-c2ccco2)nc1C=Nc1ccc(Cl)cc1)c1ccco1,6%,4%,14,0%,-5%,?,2%,-3%,-3%,1,3%
CC(C)Cn1nc(C(=O)NCc2ccccc2CN2CCCC2)c2ccccc2c1=O,0%,0%,-12,·,·,7%,0%,·,-21%,15,·
CN(C)S(=O)(=O)c1cccc(NC(=O)C(c2ccccc2)c2ccccc2)c1,-2%,-1%,-11,3%,?,?,-2%,-1%,-13%,-16,-2%
Cc1ccccc1NC(=O)C1CCCN1/C=C/C(=O)C(F)(F)F (stereo not drawn),6%,-4%,-9,?,12%,-13%,-3%,-4%,-2%,14,0%
CC(C)(C)C(C(Oc1ccc(Cl)cc1)n1cncn1)n1nnnc1C(c1cccc(Cl)c1)N1CCCCC1 (stereo not drawn),·,1%,·,3%,11%,19%,28%,-6%,-2%,-6,-3%
COCCOC(=O)c1c(C)n(C)c2ccc(OC(=O)c3ccccc3F)cc12,-15%,2%,1,·,8%,?,4%,-9%,-12%,-2,2%
COC(=O)c1cc(S(=O)(=O)N2CCCCC2C)c[nH]1 (stereo not drawn),0%,2%,1,1%,?,-3%,2%,-3%,-29%,-2,7%
Cc1nnc2sc(COc3ccccc3)nn2c1=O,-1%,4%,-6,·,?,3%,15%,18%,1%,0,8%
CCN(CCO)Cc1cc(=O)oc2c(C)c(C)ccc12,0%,-1%,1,0%,6%,-4%,-2%,9%,0%,-1,2%
Cc1cc(NC(=O)c2cccc3ccccc23)cc(C)c1OCC(=O)N1CCOCC1,-2%,0%,-13,-4%,2%,-12%,0%,10%,3%,-7,2%
Cc1nc2cc(NC(=O)Nc3ccc(Br)cc3)ccc2o1,8%,0%,12,-1%,?,2%,0%,0%,-3%,-12,2%
O=c1[nH]c(NCc2ccco2)nnc1Cc1ccccc1Cl,3%,·,-2,-1%,2%,·,5%,3%,·,·,5%
COc1ccc(C(=O)c2ccc(Br)cc2)cc1,10%,-4%,59,-1%,?,?,6%,-1%,-18%,-10,1%
O=C(CCN1C(=O)c2ccccc2S1(=O)=O)N1CCN(c2ccccc2F)CC1,2%,-1%,8,·,·,-5%,-1%,·,15%,-8,·
Nc1c(C(=O)Nc2ccc3c(c2)OCCO3)nnn1CCc1ccccc1,0%,?,-1,-6%,-7%,?,1%,1%,4%,-7,0%
CCn1c(C)c(C(C)=O)c(N2CCCC2)nc1=S,-1%,4%,19,-11%,-1%,-2%,7%,0%,1%,-6,0%
O=C(CSc1ccc(-c2ccc(Cl)cc2)nn1)Nc1ccc2c(c1)OCCO2,-2%,-1%,-33,-2%,-10%,-1%,8%,12%,0%,0,1%
Cc1[nH]n(-c2ccccc2)c(=O)c1/C=N/NC(=O)c1ccoc1C,3%,0%,-3,-11%,?,?,-4%,-3%,6%,5,1%
Cc1cc(NC(=O)CN2CCN(c3ccccn3)CC2)ccc1Br,-5%,-6%,2,·,-20%,-7%,24%,-2%,-5%,3,·
CN1C(=O)/C(=C/c2cccc(Cl)c2)Sc2ccc(C(=O)N3CCCC3)cc21,1%,4%,-2,·,·,1%,-12%,19%,-1%,16,0%
Nc1ccccc1N=Nc1ccccc1N,1%,0%,2,-8%,12%,2%,-5%,?,1%,27,·
COc1ccc(-n2c(SCC(=O)N3CCCC(C)C3)nnc2-c2cccnc2)cc1 (stereo not drawn),0%,-1%,1,-5%,-6%,?,0%,-10%,-5%,-9,2%
Cc1ccc(CNC(=O)CCc2nc(-c3cccs3)no2)cc1,0%,-1%,3,-12%,4%,?,3%,-6%,2%,-8,0%
O=C(C[C@H]1C/C=C\C[C@H](Cc2ccc(F)cc2)C(=O)OC[C@@H]2CCCN2C1=O)N[C@H](CO)Cc1ccccc1,-7%,-2%,3,·,·,1%,·,·,-8%,24,·
CCOC(=O)c1c(-c2ccccc2)csc1NC(=S)NC,-1%,1%,-7,0%,-1%,24%,12%,·,-1%,-4,0%
O=C(CSc1nnc(Cn2c(=O)sc3ccccc32)n1-c1ccccc1)N1CCCC1,4%,4%,-3,-1%,-18%,11%,-2%,-12%,-11%,-3,0%
COC(=O)C(C)N1C(=O)S/C(=C\c2cc(C)n(-c3ccccn3)c2C)C1=O (stereo not drawn),53%[activator],2%,3,-4%,-2%,?,1%,?,7%,-9,1%
CC(Sc1nc(=O)cc(N)n1CCc1ccccc1)C(=O)NCc1ccccc1 (stereo not drawn),5%,-7%,-7,-1%,0%,?,-3%,-15%,-1%,18,5%
CC(=O)c1cc2c(cc1NC(=O)Cn1nc(-c3ccc(F)cc3)ccc1=O)OCO2,22%,0%,15,8%,-8%,8%,10%,7%,-15%,-7,7%
CCOC(=O)C1(CC2CCCCO2)CCN(S(=O)(=O)c2ccccc2)CC1 (stereo not drawn),-3%,3%,-10,-2%,-2%,-4%,0%,-7%,-11%,15,6%
Cc1cc(C(=O)Nc2ccncc2)ccc1[N+](=O)[O-],-3%,4%,1,·,22%,-1%,-1%,?,8%,-13,-3%
CCSCCOC(=O)C1=C(C)NC(=O)NC1c1ccc2c(c1)OCO2 (stereo not drawn),1%,1%,-5,0%,0%,-4%,1%,-6%,-6%,8,3%
Cc1c(NC(=O)c2ccc(N3C(=O)C4C5C=CC(C5)C4C3=O)cc2)c(=O)n(-c2ccccc2)n1C (stereo not drawn),2%,-1%,-3,-11%,-4%,1%,6%,-2%,0%,19,0%
CCC(C)NCCOc1ccc(C(C)(C)c2ccccc2)cc1 (stereo not drawn),-6%,3%,4,5%,?,?,1%,-6%,-7%,24,-1%
CC1=C(C(=O)OCC(C)C)C(c2ccccc2Cl)NC(=O)N1C (stereo not drawn),4%,-15%,-3,-5%,4%,?,13%,-3%,-7%,-2,1%
COc1ccc(NS(=O)(=O)c2ccc3c(c2)NC(=O)CC(=O)N3)cc1OC,4%,0%,-11,·,8%,0%,8%,-2%,-5%,1,10%
Cc1ccc(NC(=O)c2cc(NC(=O)CCCC(=O)O)ccc2Cl)cc1Cl,-2%,3%,-1,-3%,23%,?,-1%,-3%,11%,10,-3%
O=C(CCN1C(=O)c2ccccc2C1=O)N1CCCCCC1,4%,0%,-9,0%,-17%,12%,-2%,10%,-21%,-11,0%
CCOC(=O)C1=C(C)NC(C)=C(C(=O)OCC)C1C(=O)OCC(=O)NC1(C#N)CCCCC1,105%[activator],-1%,-2,·,·,-20%,21%,·,10%,8,·
COc1ccc(C(C)(C)C)cc1NC(=O)C1CCCO1 (stereo not drawn),5%,2%,-18,3%,-8%,-1%,1%,1%,-6%,-1,0%
COc1ccccc1OCC#CCNC1CCCCC1C (stereo not drawn),1%,0%,·,2%,-18%,6%,0%,-11%,-4%,3,4%
Cc1ccc(N=Nc2[nH]c3ccccc3c2O)cc1,-6%,4%,-2,-6%,-4%,0%,6%,-7%,2%,2,·

# Screening data (PubChem)
